RMI FANCM FP – disruptors of RMI1/RMI2 association with MM2 peptide – biochemical, fluorescence polarization, human, primary screen; RMI core complex (RMI1/RMI2) binding to FANCM MM2 peptide, human; RMI core complex with F-MM2 peptide; stronger effect = lower value; FP signal (polarization) at 33 µM; 0.58% of 70,000 active; AID 1159607, 2016; in the data active means FP signal below about 40; further: inactives centre near 61; strong numbers were not always called active; unit not given here
* = called active by the depositor; & = joins results of further samples. An excerpt, so the mix of outcomes need not match the whole.

RMI FANCM FP	molecule
66	Clc1ccccc1-n1ncc2c1ncn1nc(-c3ccco3)nc21
61	Cc1[nH]n2c(=O)[nH]c(=S)nc2c1-c1ccccc1
54	Cn1c(=O)c2c(no[n+]2[O-])c2c(=O)n(-c3ccccc3)c(=O)n(-c3ccccc3)c21
53	CS(=O)(=O)NCC(c1ccco1)N1CCN(c2ccc(F)cc2)CC1 (stereo unspecified)
62	NC(=S)N=C(Nc1ccccc1)c1ccccc1
53	CC(C)NC(=O)CSc1nnnn1-c1ccccc1Cl
80	O=C(Nc1nc(-c2ccccc2)c(C(=O)c2ccccc2)s1)c1ccc2c(c1)OCO2
59	O=C(CSc1nnc(CNC(=O)c2cccc(C(F)(F)F)c2)o1)NCc1ccccc1Cl
56	O=C1CSC2=NC3=C(CCc4ccccc43)C(c3cccs3)N12 (stereo unspecified)
61	O=c1cc(Cl)[nH]c(=O)n1Cc1ccc(F)cc1
69	COc1ccc(-c2ccc(=O)n(CCNC(=O)Nc3ccccc3F)n2)cc1OC
65	C#C[C@]1(O)CCC2C3CCC4=C(CCC(=O)C4)C3CC[C@@]21C (stereo partly specified)
55	Cc1ccc(C2N=NNC2=S)c(C)c1 (stereo unspecified)
58	CCOc1ccccc1NC(=O)CSc1nnc(-c2cccc(OC)c2)n1-n1cccc1
71	CCOCCn1c(=NC(=O)c2ccc(C(C)(C)C)cc2)sc2cccc(OC)c21
67	O=C(COc1ccccc1F)Nc1ccc2c(c1)CN(C(=O)c1ccccc1)CC2
82	Cc1ccsc1/C=C(\C#N)c1nc(-c2ccc(Cl)c(Cl)c2)cs1
97	COc1ccc(-c2nsc(SCC(=O)Nc3ccccc3)n2)cc1
54	CCOC(=O)C(N=Nc1ccc(Cl)cc1Cl)=C(O)CSc1ccc(C(F)(F)F)cn1
55	Oc1cc(N=Nc2ccc(SC(F)F)cc2)c2ccccc2c1

By substructure, the entries above with a furan ring, fused or not.
RMI FANCM FP	molecule
66	Clc1ccccc1-n1ncc2c1ncn1nc(-c3ccco3)nc21
53	CS(=O)(=O)NCC(c1ccco1)N1CCN(c2ccc(F)cc2)CC1 (stereo unspecified)

Later entries.
RMI FANCM FP	molecule
71	Cc1nc2cc(NC(=O)c3ccc(NS(=O)(=O)c4cccc(Cl)c4)cc3)ccc2s1
59	FC(F)(F)c1ccc(-c2n[nH]c(=S)s2)nc1
73	CC(C)(C)c1cc(=O)[nH]c2nnc(SCC(=O)N3N=C(c4cccs4)CC3c3ccc(F)cc3)n12 (stereo unspecified)
67	CC(=O)NCCc1nc2ccccc2n1Cc1ccc(Cl)cc1Cl
56	Cn1c(-c2cc(C(C)(C)C)nn2Cc2ccc(F)cc2)n[nH]c1=S
58	Cc1ccc(S(=O)(=O)NCCN2CCNC2=O)cc1
65	COc1cccc(NC(=O)CSc2nnc(C3CC(=O)N(c4ccc(OC)c(Cl)c4)C3)o2)c1 (stereo unspecified)
44	Cc1nc2ccccn2c1C(O)=C1C(=O)C(=O)N(CCCN(C)C)C1c1ccc(F)cc1 (stereo unspecified)
63	COc1cc(/C=C/C(=O)Nc2c3c(nn2-c2ccc(Cl)cc2)CSC3)cc(OC)c1OC
64	O=C(NCCn1ncc2c(N3CCOCC3)ncnc21)c1ccc2c(c1)OCO2
52	O=C(N=S1CCN(c2sccc2[N+](=O)[O-])CC1)Nc1ccc(Cl)cc1Cl
72	O=C(CSc1ccc2ccccc2n1)Nc1nsc(-c2ccccc2)n1
59	CCOC(=O)c1[nH]c(C)c(C(=O)NCCc2c[nH]c3ccccc23)c1C
59	O=C(Cc1cccs1)Nc1nnc(-c2ccccc2Cl)s1
47	Cc1cccc(C)c1OCC(N)C(C)C (stereo unspecified)
59	COc1ccccc1NC(=O)CSc1ccc(-c2cccnc2)nn1
53	Cn1nnc2c(NCCC3=CCCCC3)ncnc21
63	COc1ccccc1/C=C(\C#N)S(=O)(=O)c1ccc(C)cc1
60	Brc1cccc2sc(N3CCN(c4nc5c(Br)cccc5s4)CC3)nc12
70	O=C(NCC1CCN(Cc2ccco2)CC1)C(=O)Nc1ccon1

3 entries from above, sorted by count of non-hydrogen atoms, ascending.
RMI FANCM FP	molecule
47	Cc1cccc(C)c1OCC(N)C(C)C (stereo unspecified)
56	Cn1c(-c2cc(C(C)(C)C)nn2Cc2ccc(F)cc2)n[nH]c1=S
52	O=C(N=S1CCN(c2sccc2[N+](=O)[O-])CC1)Nc1ccc(Cl)cc1Cl

New compounds follow
RMI FANCM FP	molecule
51	COc1cc2c(cc1OC)C(C)N(C(=O)c1sc3ccccc3c1Cl)CC2 (stereo unspecified)
65	COC(=O)CSc1nnc(C(C)C)c2cnn(-c3ccccc3OC)c12
57	O=C(NCCC1=CCCCC1)C(=O)NCC(c1ccc2c(c1)OCO2)N1CCOCC1 (stereo unspecified)
79	COc1ccc(S(=O)(=O)NCC2CCN(Cc3ccco3)CC2)cc1F
55	FC(F)(F)c1ncncc1-c1nnnn1-c1ccccc1
60	COc1ccc(S(=O)(=O)Nc2ccc3c(c2)OCC(C)(C)C(=O)N3)cc1OC
72	COc1ccc(-c2noc(-c3c(SC)nn(CC(=O)NCc4ccccc4)c3N)n2)cc1OC
59	O=C(O)CSc1ccc2ccccc2c1Br
66	CCOc1c(C)cc(S(=O)(=O)Nc2ccc3c(c2)CN(C(=O)C(C)C)CC3)cc1C
57	COc1ccc(-c2cc(-c3ccc(OC)cc3)c3c(=O)n(C)c(=O)n(C)c3n2)cc1
59	O=C(N/N=C\c1c(F)cccc1Cl)C1CC1
57	NC/C=C\C(=O)O
67	Cc1cc(NC(=O)COc2ccc(Cl)cc2Cl)n(C)n1
93	CSc1ccc2nc(Nc3nc4ccc5sc(C)nc5c4s3)sc2c1
63	NC(=O)c1oc2ccccc2c1NC(=O)/C=C/c1cccc([N+](=O)[O-])c1
64	O=C(NCc1cc(F)cc2c1OCOC2)c1ccc2nonc2c1
61	S=C(NNc1ncccc1-n1cccc1)Nc1ccc(Cl)cc1
58	CCN(CC)C(=NC(=O)c1c(Cl)cccc1Cl)SC
71	O=S(=O)(c1cccs1)N1CCC(c2nc(-c3cccs3)no2)CC1
56	CN1C(c2ccccc2)CC(=O)C2(O)CCCCC12 (stereo unspecified)

Part of the list above, tab-delimited:
canonical_smiles	RMI FANCM FP
FC(F)(F)c1ncncc1-c1nnnn1-c1ccccc1	55
CC(C)(C)c1cc(=O)[nH]c2nnc(SCC(=O)N3N=C(c4cccs4)CC3c3ccc(F)cc3)n12 (stereo unspecified)	73
NC(=S)N=C(Nc1ccccc1)c1ccccc1	62
COC(=O)CSc1nnc(C(C)C)c2cnn(-c3ccccc3OC)c12	65
Cn1c(-c2cc(C(C)(C)C)nn2Cc2ccc(F)cc2)n[nH]c1=S	56
COc1ccc(-c2ccc(=O)n(CCNC(=O)Nc3ccccc3F)n2)cc1OC	69

Remaining list, next part
RMI FANCM FP	molecule
62	CC1=C([N+](=O)[O-])C(c2ccccc2F)N(C)C(=O)N1C (stereo unspecified)
53	O=C(Nc1cccc(Cl)c1)N(C1=NCCC1)c1ccc(F)cc1
73	NCCn1nc(-c2ccco2)ccc1=O
76	CCCn1c(=O)c2ccc(C(=O)NCC(C)C)cc2n2c(=O)n(Cc3ccc(F)cc3Cl)nc12
66&52	CCN(CC)C(C)CN1c2ccccc2Sc2ccccc21 (stereo unspecified)
66	CCC(OCC(O)CN1CCC(Cc2ccccc2)CC1)c1ccccc1 (stereo unspecified)
54	CC1(C)CC2(C)OC(=O)c3ccccc3N2C(=S)N1 (stereo unspecified)
69	COc1ccc(S(=O)(=O)N2CCN(c3ccc4nnc(C)n4n3)CC2)cc1F
72	CCCOc1ccc(S(=O)(=O)Nc2ccc3c(c2)CCCN3S(=O)(=O)CC)cc1
61	CCOC(=O)c1ccc(NS(=O)(=O)c2c(-c3ccc(Cl)cc3)csc2C(=O)OC)cc1
59	COc1ccc(Br)cc1S(=O)(=O)NCc1ccccc1
57	O=C(CCN1CCN(C(c2ccccc2)c2ccccc2)CC1)N/N=C\c1cc(Br)ccc1O
66	COc1ccc(Cl)cc1NC(=O)CN1CCN(c2ccccc2F)CC1
57	CN(C)C(=O)Nc1ccc(Cl)c(Cl)c1
56	NS(=O)(=O)c1ccc(CCNC(=O)c2n[nH]c3ccccc23)cc1
63	COC(=O)c1c(N)cccc1F
70	NCCn1ncc2c(=O)n(Cc3cccc(F)c3)cnc21
59	O=C(c1ccc(S(=O)(=O)N2CCc3ccccc32)cc1)N1CCN(c2nc3ccc(Cl)cc3s2)CC1
62	O=C(CSc1ccc(-c2ccc(-n3ccnc3)cc2)nn1)Nc1ccccc1C(F)(F)F
55&73	NC(Cc1cc(I)c(Oc2ccc(O)c(I)c2)c(I)c1)C(=O)O (stereo unspecified)
67	COc1ccc(-n2c(N)c(C(=O)NCc3cccs3)c3nc4ccccc4nc32)cc1
60	BrC1=C(Br)c2cccc3cccc1c23
59	Cc1c(C(N)=O)cc([N+](=O)[O-])cc1[N+](=O)[O-]
70	COc1ccc(OC)c(S(=O)(=O)Cc2nc(-c3ccc(OC)c(OC)c3)no2)c1
54	O=C(c1ccccc1)c1ccc2c(c1)Cc1ccccc1-2
89	COC(=O)c1ccc(NC(=O)CCc2csc(NC(=O)c3ccc[nH]c3=O)n2)cc1
60	O=C(N/N=C\c1ccco1)c1ccccc1Br
111	C=CCn1c(SCC(=O)Nc2cccc3ccccc23)nc2scc(-c3ccco3)c2c1=O
53	Cc1cc(C)nc(NS(=O)(=O)c2ccc(NC(=O)Nc3ccsc3)cc2)n1
55	CCCn1c(=O)[nH]c(=O)c2[nH]cnc21
53	COCCn1c(SC/C=C/c2ccccc2)nc2c([nH]c3ccccc32)c1=O
146	COc1ccc(NC(=O)Cn2ncn3nc(-c4ccc(F)cc4)cc3c2=O)cc1Cl
75	Cc1ccc(C)c(S(=O)(=O)NCc2ccc(C(=O)N3CCOCC3)cc2)c1
52	Cc1ccc(NS(=O)(=O)c2cccc(C)c2)cc1
66	CCC(CC)C(=O)NCC(c1ccsc1)N1CCN(C)CC1 (stereo unspecified)
56	Cc1cc(C)c(C#N)c(SCC(=O)Nc2nnc(-c3cccs3)s2)n1
51	O=C1CCCCN1c1cccc(NS(=O)(=O)CCc2ccccc2)c1
102	NC(=O)c1c(NC(=O)CCSc2ccc(Cl)cc2)sc2c1CCCCC2
69	CN(C)S(=O)(=O)c1ccc(C(=O)NCCn2ncc3c(=O)n(Cc4cccc([N+](=O)[O-])c4)cnc32)cc1
60	CCOC(OCC)c1ccc(/C=C(\C#N)S(=O)(=O)c2ccccn2)cc1

Fetched by structure from the entries so far (three):
RMI FANCM FP	molecule
66	CCOc1c(C)cc(S(=O)(=O)Nc2ccc3c(c2)CN(C(=O)C(C)C)CC3)cc1C
82	Cc1ccsc1/C=C(\C#N)c1nc(-c2ccc(Cl)c(Cl)c2)cs1
61	Cc1[nH]n2c(=O)[nH]c(=S)nc2c1-c1ccccc1

(list continues)
RMI FANCM FP	molecule
59	Cc1cc(NC(=O)c2cc(-c3ccc4c(c3)OCO4)on2)no1
57	O=C(NCc1nnnn1-c1ccc(Cl)cc1)C12CC3CC(CC(C3)C1)C2
66	CN1C(=O)C(C)(C)COc2cc(NC(=O)c3cc(Cl)ccc3[N+](=O)[O-])ccc21
70	Cc1nc(C)c(C(=O)NCCCn2nc(-c3ccccc3)ccc2=O)s1
66	CCCC(=O)Nc1ccc(N2CCCC2=O)cc1
60	O=C(O)CCC(=O)Nc1cccc(F)c1
59	C#C[C@]1(O)CCC2C3CCc4cc(Oc5ccc([N+](=O)[O-])cc5)ccc4C3CCC21C (stereo partly specified)
61	O=C(O)C1CN(CCCP(=O)(O)O)CCN1 (stereo unspecified)
58	CCOC(=O)c1c(CS(=O)(=O)c2ccc(Cl)cc2)oc2c(F)c(F)c(F)c(F)c12
57	COc1ccc(-c2cc(=O)c3c(O)c(OC)c(O[C@H]4O[C@H](CO[C@@H]5O[C@@H](C)[C@H](O)[C@@H](O)[C@H]5O)[C@@H](O)[C@H](O)[C@H]4O)cc3o2)cc1
66	O=C(O)/C=C(\CC(=O)O)C(=O)O
71	O=C(CC1CCCCN1S(=O)(=O)c1cccs1)NCc1c(F)cccc1F (stereo unspecified)
54	COC1=C(OC)C(=O)C(CCCCCCCCCCO)=C(C)C1=O
66	O=S(=O)(Cc1ccccc1)NCC(c1ccsc1)N1CCOCC1 (stereo unspecified)
59	COC(=O)c1sccc1NS(=O)(=O)c1ccc(C(=O)OC)n1C
61	O=C(Cc1csc2nc(-c3ccccc3)cn12)Nc1ccc(F)c(F)c1
65	CC(C)(C)C(=O)NCCN1CCN(c2ccccc2F)CC1
78	O=C(/C=C/c1cccs1)N(Cc1cccnc1)c1nc2ccc(Cl)cc2s1
73	CN(C)c1ccc(CCCNC(=O)C(=O)Nc2ccc(F)cc2)cc1
59	CC1CCN(C(=O)CCCNS(=O)(=O)c2ccc(Cl)cc2)CC1
64	Cc1ccc(C2(C(F)(F)F)NC(=O)N3CCN=C3S2)cc1 (stereo unspecified)
56	Cc1cc(C(=O)Nc2nc3c(s2)CN(C)CC3)no1
61	O=C(C1CCN(c2ccc(-c3ccccc3)nn2)CC1)N1CCN(c2ccccc2F)CC1
54	CC(=O)Nc1ccccc1[N+](=O)[O-]
60	O=C(Cn1ccccc1=O)c1ccc(Cl)cc1
59	Cc1cc(C)n2cc(CSc3nc4ccccc4[nH]3)nc2n1
58	COc1ccccc1-c1csc(NC(=O)c2cc([N+](=O)[O-])cc([N+](=O)[O-])c2)n1
61	O=c1oc2ccc3ccccc3c2cc1-c1nc2ccccc2[nH]1
54	CN1CCN(C(CNC(=O)COc2ccccc2F)c2ccc3c(c2)CCN3C)CC1 (stereo unspecified)
73	CNC(=O)NC1CC(=O)N(c2ccc(OC)c(OC)c2)C1 (stereo unspecified)
70	CS(=O)(=O)Nc1ccc2c(c1)N(C(=O)c1cccs1)CC2
63	O=S(=O)(Cc1ccccc1Cl)NCCN1CCN(c2ccc(F)cc2)CC1
59	Cc1ccc2oc(=O)n(Cc3ccc(F)cc3)c2c1
79	Cc1ccc(NC(=O)C(=O)NCC2CCN(Cc3cccs3)CC2)cc1C
63	CN(C)S(=O)(=O)Nc1cccc(OC(=O)N2CCCCC2)c1
56	c1ccc2c(c1)-c1ccccc1C2c1ccncc1

Assay outcomes: PubChem BioAssay, Small Molecule Screening Facility, UW Madison
